Lipid storage S3: qHTS Assay for Lipid Storage Modulators in Drosophila S3 Cells | Drosophila S3 cells, BODIPY lipid droplet fluorescence, 18-24 h; cells fed with added oleic acid | Potency in µM for hits, for the others lipid storage change, negative = inhibition, % at the top dose, mostly 46.1 µM | hit rate 0.64% among 320,000 | AID 2685; active means well fitted inhibition curve with a large enough effect in the signal ratio, with a control signal flat, not every such curve was filed as active; inconclusive means small, poorly fitted or top-dose-only effect, or effect the other way, or a change in a side signal; the % refers to the signal ratio
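Drosophila S3 cells loaded with oleic acid (400 uM, as added) and compounds at several concentrations; lipid droplets imaged by 488-nm laser-scanning cytometry, 500–530 nm intensity and object ratio to cell channel. Percent activity normalized to 20 uM Triacsin C.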
Lipid storage S3 cell count max: further read-out of Lipid storage S3, marked with its call; cell number change, %; measured here: cell count max response;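 cells counted by Cell Tracker Red CMTPX staining in the red channel; peak over a dose series mostly up to 46.1 µM; percent activity relative to internal control wells on each plate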
* marks the source's active call; other numbers are inactive results; i = inactive; ? = inconclusive; . = not tested or not shown. On the % scale 0 is the no-effect control and ±100 the full control effect; potency means the concentration at half of the fitted maximal effect. Only part of the results is shown; count on the stated rates, not on these rows.

# | smiles | Lipid storage S3 | Lipid storage S3 cell count max
1 | O=S(=O)(c1ccc(Cl)cc1)N1CN2CCN(C2)C1 | i | 2
2 | COC(=O)[C@]12OC[C@]34C([C@@H](O)[C@@H]1O)[C@]1(C)CC(=O)C(O)=C(C)[C@@H]1C[C@H]3OC(=O)[C@H](O)[C@@H]24 (stereo partly specified) | ? | .
3 | CC(=NCc1ccco1)c1c(O)n(C)c(=O)n(C)c1=O | ? | .
4 | CCN(Cc1ccccc1)C(=O)Cn1c(=O)oc2ccccc21 | ? | .
5 | COc1ccccc1OCC#CCN1CCOCC1 | -27% | .
6 | CCN1C(=O)C(=Cc2ccc(N3CCOCC3)o2)C(=O)N(CC)C1=S | -18% | -14
7 | O=CNc1ccc(OP(=O)(Oc2ccccc2)Oc2ccccc2)cc1 | ? | .
8 | COc1ccc(N=Cc2c(O)n(-c3ccc(C)cc3)c(=O)[nH]c2=O)cc1 | ? | .
9 | O=C(CCC(=O)N1C[C@H]2C[C@@H](C1)c1cccc(=O)n1C2)NCc1cccc(C(F)(F)F)c1 | 6% | -17
10 | CCCOc1ccc(C(C)=O)cc1Cc1c(O)[nH]c(=S)[nH]c1=O | ? | .
11 | O=C(COc1ccccc1)N1CCN(C/C=C/c2ccccc2)CC1 | ? | .
12 | O=c1[nH]c(=O)n(CCc2ccccc2)c(O)c1C=NCCCn1ccnc1 | i | 23
13 | O=C(CCN1CCCCC1)Nc1ccc(Br)cc1C(=O)c1ccccc1 | ? | .
14 | Cc1cc(C(=O)CS(=O)(=O)c2ccc(F)cc2)cc(C)c1OC(=O)N(C)C | 8% | 26
15 | O=C(O)C1CN2CCC1CC2 (stereo unspecified) | ? | .
16 | C(=NC12CN3CN(CN(C3)C1)C2)c1cccnc1 | -16% | -12
17 | CCCCCn1cc(C(=O)C(=O)N2CCOCC2)c2ccccc21 | -10% | -1
18 | CN(C)c1ccc(/C=C/c2cc[n+](C)c3ccccc23)cc1 | ? | .
19 | COC(=O)Cn1cc(C(=O)c2ccccc2F)c2ccccc21 | i | 11
20 | O=C1C2CCCN2C(c2ccccc2)N1c1ccccn1 (stereo unspecified) | 0% | 9
21 | O=C1NC(=O)C2(Cc3ccccc3N3CCCC32)C(=O)N1c1ccccc1 (stereo unspecified) | 17% | -2
22 | COc1ccc(-n2c(O)c(C(C)=NC3CC3)c(=O)[nH]c2=O)cc1 | i | 16
23 | c1ccc(OCC2CO2)cc1 (stereo unspecified) | 15% | 4
24 | CCOC(=O)c1c(NC(=O)C(c2ccccc2)c2ccccc2)sc2c1C1CCN2CC1 | -21% | 11
25 | O=c1[nH]c(O)c(C=Nc2ccccc2[N+](=O)[O-])c(=O)[nH]1 | ? | .
26 | COc1ccc(CN2C(=O)NC(=O)/C(=C\c3ccc(OC)c(OC)c3OC)C2=O)cc1 | 3% | 11
27 | COP(=O)(NC(=O)C(Cl)(Cl)Cl)OC | ? | .
28 | Cc1cc(C)n(-c2ccc(NN=C(C#N)C#N)cc2)n1 | ? | .
29 | CNC(=S)N/N=C1\C2CN3CCN(C2)CC1(c1ccccc1)C3 | 0% | 26
30 | CCN(CC)C(=O)N[C@H]1C[C@@H]2c3cccc4[nH]cc(c34)C[C@H]2N(C)C1 | ? | .
31 | Cc1nc2ccc(N3CCN(C)CC3)cc2nc1C | ? | .
32 | Fc1ccccc1CCNCc1cccc(Cl)c1Cl | ? | .
33 | CC(Cc1ccccc1)N1Cc2ccccc2C1 (stereo unspecified) | ? | .
34 | CCOc1ccc(N2C(=O)NC(=O)/C(=C\c3cc(OC)c(OC)cc3[N+](=O)[O-])C2=O)cc1 | ? | .
35 | O=C1NC(=O)C(CCc2ccncc2)(CCc2ccncc2)C(=O)N1C1CCCCC1 | 4% | -3
36 | Cc1ccc(C(O)(c2ccc(C)c(C)c2)C2CN3CCC2CC3)cc1C (stereo unspecified) | ? | .
37 | Cn1c(O)c(C=NCCN2CCN(C(=O)Nc3ccccc3)CC2)c(=O)n(C)c1=O | -3% | 1
38 | CC(C)(C)C(=O)OCC12CCC(O1)C1(C)C(=O)OCC21 (stereo unspecified) | ? | .
39 | COc1cc(/C=C/c2nc3ccccc3c(=O)n2-c2ccc(O)cc2)ccc1O | ? | .
40 | Nc1ccncc1 | -7% | 18
41 | COc1ccc(CNCCc2ccc3c(c2)OCO3)cc1Br | ? | .
42 | CCOC(=O)C1SC2(C(F)F)CC1(O)c1c(c(OC)c3occc3c1OC)O2 (stereo unspecified) | ? | .
43 | COc1ccc(C(=O)C2CCCN(C3CSCCSC3)C2)cc1OC (stereo unspecified) | -6% | 1
44 | O=C1C=C2C=C[C@H]3C[C@]2(O1)[C@@H]1CCCCN13 | 1% | -14
45 | COc1ccc2c(CN3CC=C(c4ccccc4)CC3)cc(=O)oc2c1 | 5% | .
46 | O=C(Nc1ccc(F)cc1)OC1CN2CCC1CC2 (stereo unspecified) | -1% | -10
47 | O=C1Nc2ccccc2/C1=C/c1nc2ccccc2c(=O)n1-c1ccc(O)cc1 | ? | .
48 | COC(=O)C1=C(c2ccc(OC(F)(F)F)cc2)C[C@@H]2CC[C@H]1N2C(=O)NCCc1ccccc1 | ? | .
49 | CCOC(=O)c1c(N)n(Cc2ccccc2)c2nc3ccccc3nc12 | ? | .
50 | CN1[C@@H]2CC[C@H]1CC(OC1c3ccccc3CCc3ccccc31)C2 (stereo partly specified) | 2% | 3
51 | COC(=O)C1=C(c2ccc(OC(F)(F)F)cc2)C[C@@H]2CC[C@H]1N2C(=O)NCCOc1ccccc1 | ? | .
52 | O=C1Nc2ccccc2C1Cc1nc2ccccc2c(=O)n1-c1ccccc1 (stereo unspecified) | ? | .
53 | COCc1cc(OC(=O)N(C)C)nc(-c2ccc(C)c(Cl)c2)n1 | 10% | -8
54 | COc1ccc(-c2nc3ccccc3c(=O)o2)cc1 | -10% | 2
55 | CC(=O)Nc1ccccc1C(=O)OCC(=O)c1ccccc1Cl | -5% | 15
56 | CCOC(=O)C1CCN(/C=C2/C(=O)NC(=S)N(c3ccccc3F)C2=O)CC1 | ? | .
57 | CCOP(=S)(OCC)SCCSCC | 23% | 10
58 | Fc1ccccc1CNCCc1ccc2c(c1)OCO2 | ? | .
59 | O=C(c1cccnc1)c1cc2ccccc2[nH]1 | ? | .
60 | Cc1cccc(N2C(=O)/C(=C/c3ccc(N4CCN(C)CC4)o3)C(=O)NC2=S)c1C | ? | .

Grouped by structure, those above with bromine (2)
# | smiles | Lipid storage S3 | Lipid storage S3 cell count max
13 | O=C(CCN1CCCCC1)Nc1ccc(Br)cc1C(=O)c1ccccc1 | ? | .
41 | COc1ccc(CNCCc2ccc3c(c2)OCO3)cc1Br | ? | .

Molecules above that contain a nitro group on carbon:
# | smiles | Lipid storage S3 | Lipid storage S3 cell count max
25 | O=c1[nH]c(O)c(C=Nc2ccccc2[N+](=O)[O-])c(=O)[nH]1 | ? | .
34 | CCOc1ccc(N2C(=O)NC(=O)/C(=C\c3cc(OC)c(OC)cc3[N+](=O)[O-])C2=O)cc1 | ? | .

Carrying on:
# | smiles | Lipid storage S3 | Lipid storage S3 cell count max
61 | CC12CCC3C(CC=C4CC(O)CCC43C)C1C/C(=C\N1CCCC1)C2=O (stereo unspecified) | -4% | 0
62 | COC(=O)c1ccc(N=C(c2ccccc2)c2c(O)n(C)c(=O)n(C)c2=O)cc1 | ? | .
63 | CC1(C)C2([N+](=O)[O-])CN3CC1([N+](=O)[O-])CN(C2)C3c1cccnc1 (stereo unspecified) | 0% | 4
64 | CC(Cc1ccccc1)NC(=O)CCCCC(=O)NC(C)Cc1ccccc1 (stereo unspecified) | -9% | -18
65 | CCCCC(=O)N/N=C/c1c(O)n(CCCC)c(=S)[nH]c1=O | ? | .
66 | CCCCN1C(=N)C(CC)(CC)C(=O)NC1=O | ? | .
67 | CN(C)C(=O)CSc1nnc([C@@H](N)Cc2ccccc2)o1 | ? | .
68 | CCCn1ncc(C(=O)O)c1C | ? | .
69 | COC(=O)C1=C(c2ccc(F)cc2OCc2ccccc2)C[C@@H]2CC[C@H]1N2C(=O)N1CCCCC1 | 10% | 15
70 | CP(=O)(Nc1ccc(Cl)cc1)c1nc2c(s1)CCCC2 (stereo unspecified) | -21% | -29
71 | Cn1nc(OC(=O)Nc2cccc(Cl)c2)cc1C(F)(F)F | ? | .
72 | O=C(COc1ccc2ccccc2c1)N1CCN(Cc2c[nH]c3ccccc23)CC1 | i | .
73 | C#CCN1C(=O)C2(C(C#N)=C(N)OC(C)=C2C(=O)OCc2ccccc2)c2ccccc21 (stereo unspecified) | ? | .
74 | CCC(=NCc1ccco1)c1c(O)n(Cc2ccccc2)c(=O)[nH]c1=O | ? | .
75 | COC(=O)C1=C(c2ccc(F)cc2F)C[C@@H]2CC[C@H]1N2C(=O)NCCOc1ccccc1 | ? | .
76 | CCn1cc(C(=O)NCc2ccccc2)c2ccccc21 | ? | .
77 | Cn1c(=O)oc2cc(NC(=O)CCl)ccc21 | ? | .
78 | CCCCCCN=C(CC)c1c(O)n(CCCC)c(=O)[nH]c1=O | ? | .
79 | CN1CCC2(CC1)N=C(c1ccc(F)cc1)C(=S)N2 | ? | .
80 | Cn1c(=O)oc2cc(S(=O)(=O)N3CCOCC3)ccc21 | ? | .
81 | COc1ccccc1CN1CCN(C(=O)Cc2ccccc2)CC1 | ? | .
82 | Cc1ccc(N2C(=O)NC(=O)/C(=C\c3cn(CC(=O)O)c4ccccc34)C2=O)cc1 | 19% | 20
83 | CCCCn1c(C)c(C(=O)O)c2cc(OC)ccc21 | -18% | -13
84 | CCN(CC)C(=O)c1ccc(NC(=O)c2cccc(C(F)(F)F)c2)cc1 | ? | .
85 | Fc1cccc(C2NCCc3[nH]cnc32)c1 (stereo unspecified) | 4% | -11
86 | CN1CCN(C(=O)O[C@H]2c3nccnc3C(=O)N2c2ccc(Cl)cn2)CC1 | 11% | 1
87 | CC(=O)c1c(O)n(C)c(=S)n(-c2ccccc2)c1=O | ? | .
88 | COC(=O)C1=C(c2ccc(Cl)c(C(F)(F)F)c2)C[C@@H]2CC[C@H]1N2C(=O)N1CCCC1 | ? | .
89 | Cc1c(C(c2ccc(Cl)cc2Cl)c2c(O)c3ccccc3oc2=O)c(=O)n(-c2ccccc2)n1C (stereo unspecified) | 5% | .
90 | CN(C)C(=O)On1c(-c2ccccc2)nc2ccc(Cl)cc21 | ? | .

Next section, overlapping the part above by three compounds.
# | smiles | Lipid storage S3 | Lipid storage S3 cell count max
88 | COC(=O)C1=C(c2ccc(Cl)c(C(F)(F)F)c2)C[C@@H]2CC[C@H]1N2C(=O)N1CCCC1 | ? | .
89 | Cc1c(C(c2ccc(Cl)cc2Cl)c2c(O)c3ccccc3oc2=O)c(=O)n(-c2ccccc2)n1C (stereo unspecified) | 5% | .
90 | CN(C)C(=O)On1c(-c2ccccc2)nc2ccc(Cl)cc21 | ? | .
91 | Cc1ccc(C(=O)C2(C)N(O)C(C)C(c3cccs3)=[N+]2[O-])cc1 (stereo unspecified) | ? | .
92 | CC(N)Cc1c[nH]c2cc3c(cc12)OCCO3 (stereo unspecified) | ? | .
93 | CC(C)Oc1ccc(C2C(C#N)=C(N)Oc3c2c(=O)oc2ccccc32)cc1 (stereo unspecified) | 50% | .
94 | O=[N+]([O-])c1ccc(C2C3C(c4ccccc4)=NC4(CCCC4)N32)cc1 (stereo unspecified) | ? | .
95 | OCc1cnc[nH]1 | 10% | -1
96 | CN(C)N=O | ? | .
97 | CC(C)C1(C)N=C(c2nc3ccccc3cc2C(=O)O)NC1=O (stereo unspecified) | ? | .
98 | O=C1NC(=S)NC(=O)C1=Cc1ccc2c(c1)CCN2CCCCl | ? | .
99 | CCOP(=O)(C#CC(C)(C)C)C(C)(O)c1ccccc1 (stereo unspecified) | ? | .
100 | N#CCCn1cc(C(=O)Nc2ccccc2Br)c(-c2ccc3c(c2)OCCO3)n1 | 10% | 1
101 | COc1ccc(C(C)=O)cc1CN1CC=C(c2ccccc2)CC1 | ? | .
102 | CCN(CC)C(=O)c1ccc(NC(=O)c2ccc(-n3cncn3)c([N+](=O)[O-])c2)cc1 | 14% | 28

Part of the list above, with values under each structure.
Every second line gives: Lipid storage S3, Lipid storage S3 cell count max
94: O=[N+]([O-])c1ccc(C2C3C(c4ccccc4)=NC4(CCCC4)N32)cc1 (stereo unspecified)
→ ?, .
95: OCc1cnc[nH]1
→ 10%, -1

Bioassay records as filed in PubChem BioAssay.
